LMNA splice mod: changes lamin A minigene splicing in HeLa cells | Potency, µM (top dose mostly 46.1 µM), for the others: at the top dose ratio change, negative = inhibition, hits mostly inhibitors | hit rate 0.01% among 200,000 | HeLa LMNA splicing GFP/RFP minigene ratio, 48 h; active = well fitted inhibition curve with a large enough effect in the signal ratio, with a control signal flat, not every such curve was filed as active; inconclusive = small, poorly fitted or top-dose-only effect, or effect the other way, or a change in a side signal; the % refers to the signal ratio; note: potency is the fitted concentration of half-maximal effect; % is set by controls: 0 for no effect and ±100 for the full control effect
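Read-out is the ratio of GFP to DsRed2 object intensity, acquired by 488 nm laser-scanning cytometry on HeLa lamin A-EGFP minigene reporter cells. Compound incubation 48 hrs at 37 °C in Opti-MEM with 2% FBS; DMSO 0.5% final.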
Luc counter: blocks Kinase-Glo luciferase, a counter-screen artifact. hit rate 0.28% among 200,000. Kinase-Glo luciferase, ATP luminescence, 8 min. AID 1379. Potency, µM (series often up to 38.3 µM), for the others: at the highest dose activity change, negative = inhibition, hits mostly inhibitors; note: potency is the fitted concentration of half-maximal effect; % is set by controls: 0 for no effect and ±100 for the full control effect; nearly all actives have a fitted effect of over 60% in size
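Compounds were added to a substrate mix at pH 7.2 (50 mM imidazole, 10 uM ATP, within the enzyme's linear range), followed by Kinase-Glo detection reagent; luminescence was measured after 8 minutes at ambient temperature.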
IMPase Li cell: cell-permeable IMPase inhibitors with lithium potentiation | CHO-M1 cells, IP1 TR-FRET (IP-One), carbachol + lithium | Potency, µM (highest dose often 59.4 µM), for the others: top-dose activity, negative = IMPase inhibition, usual class: inhibitors | hit rate 0.35% among 210,000;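 note: IP1 builds up when IMPase is blocked and the TR-FRET signal falls; potency is the fitted concentration of half-maximal effect; plate controls were basal vehicle for no effect and high inhibitor control for full effect; nearly all actives have a fitted effect of over 50% in size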
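Steps: plate 2000 CHO-M1 cells per well and culture 16–30 h; add compound and lithium; incubate 30 min, 37C; add d2-IP1 tracer and Eu cryptate anti-IP1 antibody in lysis buffer; read after 10 min at room temperature.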
CBFb RUNX1 block: inhibitors of human CBF-beta and RUNX1 interaction; AlphaScreen CBFb-His/RUNX1-biotin binding, biochemical; Q01196+Q13951; 230,000 tested, under 10 active; Potency, µM (doses to about 59.8 µM), inactives show top-dose activity, negative = inhibition, most hits filed as inhibitors; note: % of control where 0% means no effect
Target sequence (Q01196 whole entry, looked up): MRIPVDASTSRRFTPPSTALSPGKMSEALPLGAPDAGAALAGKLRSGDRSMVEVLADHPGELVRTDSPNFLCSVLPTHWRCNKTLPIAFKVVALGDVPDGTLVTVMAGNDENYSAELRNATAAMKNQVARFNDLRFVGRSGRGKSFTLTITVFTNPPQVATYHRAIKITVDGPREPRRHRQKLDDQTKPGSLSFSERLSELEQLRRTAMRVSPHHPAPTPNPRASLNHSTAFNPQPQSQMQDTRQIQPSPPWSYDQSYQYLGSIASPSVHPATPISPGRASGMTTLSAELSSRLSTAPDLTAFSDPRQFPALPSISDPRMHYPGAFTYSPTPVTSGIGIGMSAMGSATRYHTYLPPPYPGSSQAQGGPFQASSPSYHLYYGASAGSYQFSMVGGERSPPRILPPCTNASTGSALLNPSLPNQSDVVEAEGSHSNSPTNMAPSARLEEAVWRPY
Target sequence (Q13951 whole entry, looked up): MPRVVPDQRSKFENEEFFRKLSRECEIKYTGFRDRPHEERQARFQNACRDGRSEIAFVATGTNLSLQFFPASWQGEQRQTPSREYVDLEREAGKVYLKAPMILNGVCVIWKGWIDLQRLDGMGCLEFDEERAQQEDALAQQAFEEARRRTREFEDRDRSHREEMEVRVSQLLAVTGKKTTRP
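Bead-based AlphaScreen assay; binding partners His-tagged CBF-beta and biotinylated RUNX1 at 30 nM each. Compound exposure 15 min after a 20-min protein preincubation; bead step 90 min; all steps at room temperature.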
HttQ103 aggreg: reduces HttQ103-GFP aggregates in PC12 cells | PC12 HttQ103-GFP aggregates, Acumen cytometry, 40 h | Potency, µM (doses to about 46.1 µM), without a hit: top-dose activity change, negative = inhibition, most hits filed as inhibitors | hit rate 1.1% among 220,000 | AID 1688; note: potency is the fitted concentration of half-maximal effect; % is set by controls: 0 for no effect and ±100 for the full control effect; nearly all actives have a fitted effect of over 60% in size
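Multiplexed with ATP-based cell death, this channel scores GFP aggregates in PC12 cells expressing inducible HTTex1-Q103-GFP. Induction used 100 nM tebufenozide; compounds were tested in concentration series.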
Epigenetic derep: epigenetic control regulation, reporter derepression | AID 1865 | hit rate 0.2% among 280,000 | murine LDR cells, GFP reporter derepression, 30 h | Potency, µM (doses to about 53.9 µM), for the others: at the highest dose GFP activation, hits mostly activators; note: potency is the fitted concentration of half-maximal effect; % of control where 0% means no effect; nearly all actives have a fitted effect of over 60% in size
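Readout is the number of GFP-expressing murine LDR cells, counted by cytometry following washing. Cells were treated with compound for 30 h at 37 C; the stably integrated CMV-GFP locus is normally silent.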
NPSR antagonist: neuropeptide S receptor (human) antagonism, cAMP | CHO-NPSR cells, cAMP TR-FRET, antagonist mode | Potency, µM (top dose mostly 38.3 µM), for inactives: top-dose activity change, negative = inhibition, most hits filed as inhibitors | hit rate 1% among 220,000 | Q6W5P4; note: potency is the fitted concentration of half-maximal effect; % is set by controls: 0 for no effect and ±100 for the full control effect; nearly all actives have a fitted effect of over 50% in size; many of its hits are not listed in these tables
Target sequence (Q6W5P4 whole entry, looked up): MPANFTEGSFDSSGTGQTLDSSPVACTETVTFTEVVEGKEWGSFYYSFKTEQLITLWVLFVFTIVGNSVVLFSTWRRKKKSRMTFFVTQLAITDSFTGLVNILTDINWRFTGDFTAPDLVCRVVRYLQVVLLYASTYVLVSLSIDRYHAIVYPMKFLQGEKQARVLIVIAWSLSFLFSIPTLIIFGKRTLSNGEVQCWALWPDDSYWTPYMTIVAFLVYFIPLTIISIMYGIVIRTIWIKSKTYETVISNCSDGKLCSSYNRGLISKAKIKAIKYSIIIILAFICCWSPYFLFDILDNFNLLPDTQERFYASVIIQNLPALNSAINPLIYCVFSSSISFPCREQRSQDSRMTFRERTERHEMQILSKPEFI
Active calls of the source: *; ? = inconclusive; / = not tested or not shown; & = joins results of further samples; [ ] = remark or other dose. Unless noted, calls come from the whole dose curve; as a rule, active = well fitted curve in the direction sought with a large enough effect; inconclusive = small, poorly fitted or top-dose-only effect, or another doubt; inactive = no such curve, though single readings can be large; an effect the other way counts as inactive or inconclusive. A portion of the library, so the mix of outcomes need not match the whole.

Compound	LMNA splice mod	Luc counter	IMPase Li cell	CBFb RUNX1 block	HttQ103 aggreg	Epigenetic derep	NPSR antagonist
COC(=O)N/N=C1\CCCc2c(C)cc(C)cc21	-17%[46 µM]	0%	-1%	4%	7%	0.9%	12%
COc1cccc(-c2nnn(CC(=O)Nc3cc(OC)c(NC(=O)c4ccco4)cc3OC)n2)c1	-12%	5%	22%[38.3 µM]	2%	1%	-1.0%	0%[46.1 µM]
CCc1ccccc1N(CC(=O)Nc1cccc(N(C)S(C)(=O)=O)c1)S(C)(=O)=O	3%	-2%	19%[38.3 µM]	5%	-20%	0.1%	-18%[46.1 µM]
C[C@@H](C(=O)Nc1ccc2ccccc2c1)[C@H]1C[C@]1(C)[C@H](NC(=O)c1cnccn1)c1ccccc1	?	1%&-4%	13%&-5%	1%[2.36 µM]	?	8.7%&4.0%	-28%
Cc1ccc(CS(=O)(=O)CCC(=O)NCCCN2CCCC2=O)cc1	15%	-3%	-7%[38.3 µM]	5%	21%	0.0%	-5%[46.1 µM]
CCOC(=O)c1ccc(-n2c(CN3CCOCC3)nc3ccc([N+](=O)[O-])cc3c2=O)cc1	/	-2%	-1%	-4%	0%	-1.9%	4%
Cc1ccc(-c2cc(C(=O)N3CCc4ccccc4C3)no2)cc1	5%[46 µM]	1%	15%	15%	12%[9.22 µM]	-3.5%	-17%
Cc1ccc(Sc2c(C(=O)Nc3ccc(F)cc3F)c(C(F)(F)F)nn2C)cc1	14%	-3%	25%[38.3 µM]	15%	-10%	0.0%	?
C/C(=N/Nc1ccc(F)cc1)c1ccc(Cl)s1	6%	-2%	2%	-2%	-5%	0.0%	-1%[46.1 µM]
Cc1cc(NC(=O)CS(=O)(=O)c2cn(Cc3cccc(F)c3)c3ccccc23)no1	?	2%	10%[38.3 µM]	-13%	-2%	0.0%	-17%[46.1 µM]
C/C(=N\N=C(/N)SC1CC(=O)N(c2ccc(Cl)c(Cl)c2)C1=O)c1cccs1 (configuration not stated)	?	7%	18%[38.3 µM]	-10%	9%	3.7%	-15%[46.1 µM]
CC(C(=O)N1CCCCCC1)c1ccc([N+](=O)[O-])cc1 (configuration not stated)	/	/	7%	9%	1%[9.22 µM]	-0.1%	8%
O=C(NC1CCCCC1)Sc1ccc(Cl)cc1	8%	-1%	33%[38.3 µM]	3%	-1%	3.8%	-9%[46.1 µM]
CC(C)C[C@@H](NC(=O)OCC1c2ccccc2-c2ccccc21)C(=O)O	/	2%	11%	7%[21.7 µM]	/	0.8%	/
O=C(CCCN1C(=O)c2cccnc2C1=O)Nc1ccc(Br)cc1	-6%[46 µM]	0%	2%	3%	22%	2.8%	6%
COc1cc(NC(=S)N2CCN(c3ccccn3)CC2)cc(OC)c1	-13%	/	/	-3%	8.9µM*	0.1%	5%[46.1 µM]
COc1ccc(COc2ccccc2C(=O)Nc2ccccn2)cc1[N+](=O)[O-]	?	-1%	11%	-2%	14%	0.9%	5%
CCOc1ccc(NC(=O)c2sc(NC(C)=O)c(C(=O)OC)c2C)cc1	?	3%	?	1%	0%[9.22 µM]	3.2%	40%
Cc1cc(C)nc(-n2nc(C)cc2NC(=O)CNCc2ccccc2)n1	-1%	-7%	4%[38.3 µM]	2%	14%	-0.7%	-2%[46.1 µM]
Cc1ccc(Cl)cc1NC(=O)c1ccccn1	1%[46 µM]	-3%	-1%	7%	19%	-1.4%	-24%
Cn1c(Cn2nnc3ccccc32)nnc1SCC(=O)Nc1ccc2c(c1)OCO2	-8%	1%	0%[38.3 µM]	2%	-2%	0.0%	-4%[46.1 µM]
Cc1cc(=O)oc2cc(OCC3CC(c4ccccc4)=NO3)ccc12 (configuration not stated)	-18%	-1%	18%[38.3 µM]	0%	4%	-2.0%	-18%[46.1 µM]
COc1ccc(CNC(=O)CCC(=O)N2CCN(S(=O)(=O)c3ccc(Cl)cc3)CC2)cc1	/	-1%	-3%	18%	21%	4.8%	5%
Cn1cc(Br)c(C(=O)NC2C3CC4CC(C3)CC2C4)n1 (configuration not stated)	?	12%	-1%	-2%	20%	-1.8%	-25%[46.1 µM]
O=S(=O)(/C=C/c1ccccc1)NC1CCCCCC1	/	-1%	21%	-4%	-8%	1.1%	-8%
CN1CCN(C2CC(=O)N(c3ccc4c(c3)OCCO4)C2=O)CC1 (configuration not stated)	-1%	-5%	-13%[38.3 µM]	6%	-1%	-4.4%	4%[46.1 µM]
Cc1c(C(=O)N/N=C/c2ccccc2)sc(=S)n1C	6%	-4%	-6%[38.3 µM]	-1%	3%	1.1%	-10%[46.1 µM]
COc1ccc(-n2c(O)c(/C=N/n3cnnc3)c3ccccc3c2=O)cc1	2%	-2%	-28%[38.3 µM]	-12%	7%	-0.2%	-3%[46.1 µM]
O=C(O)CC1C(=O)NCCN1CCCc1ccccc1 (configuration not stated)	-9%	2%	8%[38.3 µM]	16%	5%	0.0%	1%[46.1 µM]
CN1C(=O)CSc2ccc(NC(=O)N3CCc4ccccc43)cc21	-2%	-5%	-16%[38.3 µM]	4%	7%	-1.9%	-13%[46.1 µM]
Cc1nc(SCC(=O)N2CCCc3ccccc32)c2oc3ccccc3c2n1	3%	1%	1%[38.3 µM]	12%	23%	0.4%	?
COCCN1C=C2C(=O)C(C)(OC(=O)C3CCCC3)C(=O)C(c3ccccc3)=C2C=C1CCCC(=O)OC (configuration not stated)	?	-7%[7.66 µM]	0%	-2%[13.1 µM]	-14%[9.22 µM]	-2.4%	0%
Cn1c(=O)c2c(ncn2CC(=O)N/N=C/c2cn[nH]c2-c2ccc(F)cc2)n(C)c1=O	9%[9.22 µM]	2%	-2%	21%	8%	-1.1%	9%
CCCN(CCC)CCc1cccc2c1CC(=O)N2	?	-3%&-4%	21%&18%	10%	-6%	-1.2%&1.1%	-13%[46.1 µM]
O=C(CN1CCN(c2ccccn2)CC1)N1CCc2ccccc21	-4%	-5%	22%	2%	3%	1.1%	-2%[46.1 µM]
CC(=O)N1N=C(c2cccc([N+](=O)[O-])c2)OC1c1ccccc1Cl (configuration not stated)	5%	-1%	12%[38.3 µM]	-8%	7%	-1.4%	-22%[46.1 µM]
COc1ccc(N2CC(O)=C(c3nc(-c4ccc(F)cc4)cs3)C2=N)cc1Cl	?	-1%	?	6%	7%	?	?
C=CCn1c2[n+](c3ccccc3c1=O)CCCCC2	/	/	10%	-3%	2%	-0.4%	10%
CCN1CCN(c2ccc(S(=O)(=O)N3CCCCC3)cc2NC(=O)c2ccc(F)cc2)CC1	6%	0%	-1%	1%	30%	-3.8%	-4%
CCOC(=O)c1cnc(SC)nc1Sc1ccc(Cl)cc1Cl	2%	3%	14%[38.3 µM]	2%	-2%	-1.6%	-18%[46.1 µM]

Profiles from above. Screens in order: LMNA splice mod, Luc counter, IMPase Li cell, CBFb RUNX1 block, HttQ103 aggreg, Epigenetic derep, NPSR antagonist
`O=C(O)CC1C(=O)NCCN1CCCc1ccccc1` (configuration not stated) in the list: -9%, 2%, 8%[38.3 µM], 16%, 5%, 0.0%, 1%[46.1 µM]
`COc1cccc(-c2nnn(CC(=O)Nc3cc(OC)c(NC(=O)c4ccco4)cc3OC)n2)c1` in the list: -12%, 5%, 22%[38.3 µM], 2%, 1%, -1.0%, 0%[46.1 µM]

Later entries:
Compound	LMNA splice mod	Luc counter	IMPase Li cell	CBFb RUNX1 block	HttQ103 aggreg	Epigenetic derep	NPSR antagonist
Cn1c(=O)c2c(nc(NCc3ccco3)n2CC(O)CO)n(C)c1=O (configuration not stated)	7%[46 µM]	-3%	6%	-2%	3%[9.22 µM]	-5.7%	-8%
O=C(/C=C/c1cn(-c2ccccc2)nc1-c1cccnc1)NCCN1CCOCC1	-11%[46 µM]	2%	12%	-12%	21%	-6.4%	4%
CNCC(O)COc1cccc(OC)c1 (configuration not stated)	/	-4%	-15%	-1%	-19%	0.0%	7%
CCCC[n+]1ccn(-c2nc3ccccc3nc2[N-]S(=O)(=O)c2ccc(Br)cc2)c1	/	/	/	14%	6%[9.22 µM]	0.9%	?
CCN(CC)S(=O)(=O)c1ccc2c(c1)nc(CCC(=O)OCc1c(C)noc1C)n2C	8%	4%	2%[38.3 µM]	-1%	11%	0.1%	?
CN(CC(=O)O)S(=O)(=O)/C=C/c1ccccc1	/	2%	-2%	20%	-7%	3.3%	9%
CCCNC(=O)CN(C)CC(=O)Nc1ccccc1C#N	8%[46 µM]	6%	-1%	-2%	9%	1.1%	10%
COc1ccc(N2CCN(C(=O)C3CCN(S(=O)(=O)c4ccccc4)CC3)CC2)cc1	7%[46 µM]	-2%	3%	0%	13%[9.22 µM]	3.0%	16%
C=CCNC(=S)N1CCN(Cc2ccccc2)CC1	4%[46 µM]	-2%	4%	7%	-4%[9.22 µM]	0.0%	-18%
CS(=O)(=O)N(CC(=O)N1CCN(Cc2ccccc2)CC1)c1ccc2c(c1)OCCO2	-5%	19%	22%[38.3 µM]	0%	0%	-1.0%	-1%[46.1 µM]
CCN(CC)S(=O)(=O)c1cccc(C(=O)N2CCCCC2)c1	5%	4%	4%[38.3 µM]	3%	-3%	0.0%	-10%[46.1 µM]
CCCCOc1cccc(C(=O)Nc2ccc(N3CCN(CC)CC3)cc2)c1	4%	1%	29%[38.3 µM]	4%	1%	0.9%	-1%[46.1 µM]
COc1ccc(Cl)cc1NC(=O)c1ccoc1C	8%	-6%	26%[38.3 µM]	1%	3%	-1.0%	-19%[46.1 µM]
CCCCCn1c2nc3ccccc3nc2c2c(=O)n(CC(C)C)cnc21	12%	0%	-1%[38.3 µM]	-1%	8%[9.22 µM]	-1.5%	-5%[46.1 µM]
CN1CCN(Cc2c(O)ccc3cc(Br)ccc23)CC1	0%[46 µM]	-1%	-1%	0%	18%	-0.3%	-8%
CCn1cc(C(=O)O)c(=O)c2cc(F)c(N/N=C/c3ccccc3[N+](=O)[O-])cc21	?	1%	6%	1%	?	-1.6%	-24%
COc1ccc(/C(C)=N/N=C(N)N)c(OC)c1	/	/	/	6%	-9%[9.22 µM]	1.1%	-2%[7.67 µM]
Nc1nnc(SCC(=O)OCC(=O)NC2CCCCC2)s1	26%[46 µM]	0%	-5%	11%	1%	1.1%	15%
O=C(c1ccc(Cl)cc1Cl)N1CCC(c2nc3c(nnn3Cc3ccco3)c(=O)[nH]2)CC1	3%	0%	17%	8%	10%	0.0%	-17%[46.1 µM]
CN(C)/C=N/S(=O)(=O)c1ccc(Cl)cc1	-13%[46 µM]	-1%	0%	-3%	8%	-1.5%	7%
COc1ccc(CC2(C)OC(c3ccc(C)cc3)=NN2C(C)=O)cc1 (configuration not stated)	-11%	0%	10%	-4%	-2%	-1.8%	-21%
